# Bioassay records from PubChem BioAssay.
# CSN inh – inhibitors of CSN-mediated cullin deneddylation, primary screen, biochemical, fluorescence polarization, uHTS; inhibition, % at 12.5 µM; COP9 signalosome complex subunit 5 (Homo sapiens), Q92905; 360,000 tested, 0.38% active; AID 651999, 2013; Purified CSN, SCF-Nedd8-OG deneddylation;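 active = pattern-corrected inhibition above about 35%, with an unprinted fluorescence ratio check between 0.5 and 1.5, limit read from the data, passing the limit was not always enough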;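 also: 0% = enzyme with substrate and 100% = substrate without enzyme; some results filed as inactive read as strong as hits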
# Target sequence (Q92905 whole entry, looked up, one chain of several): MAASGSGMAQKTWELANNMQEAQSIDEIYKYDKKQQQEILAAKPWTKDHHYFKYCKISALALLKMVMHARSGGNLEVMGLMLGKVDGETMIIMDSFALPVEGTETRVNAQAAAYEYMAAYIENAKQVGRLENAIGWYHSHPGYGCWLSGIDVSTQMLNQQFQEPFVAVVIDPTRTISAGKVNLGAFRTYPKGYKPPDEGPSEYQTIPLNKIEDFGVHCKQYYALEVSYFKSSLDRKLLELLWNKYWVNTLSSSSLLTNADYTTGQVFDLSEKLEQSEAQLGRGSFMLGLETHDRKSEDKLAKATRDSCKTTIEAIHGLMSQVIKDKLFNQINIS
#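 Test system: purified human Csn5 enzyme expressed in HEK293T cells. Amount: 0.24 nM enzyme. Reagent: SCFSkp2-Nedd8OG substrate at 10 nM final. Schedule: 90 min incubation of compound, enzyme and substrate at room temperature. Detection: fluorescence polarization. Read-out: % inhibition of substrate cleavage by Csn5.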
# SKN-1 block – suppressors of acrylamide-induced Pgst-4::GFP reporter in worms, primary screen, SKN-1 inhibitor project, whole organism, uHTS, GFP/RFP fluorescence ratio, strain VP596 | C. elegans VP596 Pgst-4::GFP/RFP ratio, 24 h | inhibition, % at 21.8 µM | 360,000 tested, 0.49% active | AID 624304, 2012;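 active = interference check ratio from 0.5 to 1.5 plus GFP to RFP signal ratio inhibition reaching or exceeding a fixed threshold, cut at about 30% in these data, passing the limit was not always enough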; also: some compounds called inactive have numbers as strong as hits
# FAS-TE inh – FAS thioesterase domain inhibitors, primary screen, biochemical, fluorescence intensity, uHTS | recombinant FAS-TE, OMFH fluorogenic substrate, fluorescence endpoint | inhibition, % at 15 µM | 360,000 tested, 0.67% active;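 active = compounds whose normalised, plate-corrected inhibition of enzyme fluorescence in the single-dose primary screen is 50% or more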;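 also: 0% = DMSO with enzyme and 100% = substrate without enzyme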
# PABP1 MLLE inh – inhibitors of PABP1 MLLE–PAM2 peptide binding, primary screen, biochemical, fluorescence polarization, FITC-PAM2, GST-MLLE | 360,000 tested, 0.36% active | inhibition, % at 20 µM | Polyadenylate-binding protein 1 (Homo sapiens), P11940 | AID 588489, 2011; in the data active = inhibition above about 35%, passing the limit was not always enough;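 also: plate controls were DMSO wells with GST-MLLE for no effect and wells lacking GST-MLLE protein for full effect; some results filed as inactive read as strong as hits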
# Neddyl block – inhibitors of cullin neddylation, primary screen, biochemical, TR-FRET, uHTS, NAE and Ubc12; calls only at 25 µM; 360,000 tested, 0.58% active; in the data active = inhibition above about 36%
# Target sequence (P61081 whole entry, looked up): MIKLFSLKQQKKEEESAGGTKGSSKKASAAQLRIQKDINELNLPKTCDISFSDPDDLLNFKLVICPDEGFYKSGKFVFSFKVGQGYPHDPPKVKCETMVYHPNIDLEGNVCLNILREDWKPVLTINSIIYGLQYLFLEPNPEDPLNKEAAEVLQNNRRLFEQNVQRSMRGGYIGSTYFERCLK
# Target sequence (Q13564 whole entry, looked up): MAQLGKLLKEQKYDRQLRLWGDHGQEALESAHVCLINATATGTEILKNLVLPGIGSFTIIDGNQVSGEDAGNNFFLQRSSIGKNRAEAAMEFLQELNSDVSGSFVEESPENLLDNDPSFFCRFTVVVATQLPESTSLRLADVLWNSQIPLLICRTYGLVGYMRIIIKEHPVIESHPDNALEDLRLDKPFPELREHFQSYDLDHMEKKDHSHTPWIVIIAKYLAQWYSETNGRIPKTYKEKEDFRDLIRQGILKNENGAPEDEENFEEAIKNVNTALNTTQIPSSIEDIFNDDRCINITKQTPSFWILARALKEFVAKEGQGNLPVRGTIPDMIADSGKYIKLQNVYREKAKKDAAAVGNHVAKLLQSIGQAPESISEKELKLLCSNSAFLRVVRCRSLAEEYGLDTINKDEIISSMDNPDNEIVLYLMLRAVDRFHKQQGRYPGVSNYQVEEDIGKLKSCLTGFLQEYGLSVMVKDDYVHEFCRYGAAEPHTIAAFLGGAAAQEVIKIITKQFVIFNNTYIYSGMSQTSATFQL
# NadD inh – inhibitors of S. aureus NadD, primary screen, biochemical, colorimetric, uHTS; Nicotinate-nucleotide adenylyltransferase NadD (Staphylococcus aureus N315); 360,000 tested, 0.78% active; AID 602399, 2012; purified NadD enzyme, colorimetric absorbance read-out; inhibition, % at 20 µM; in the data active = inhibition above about 26%; also: some compounds past the cut are filed as inactive
# MT1-MMP act inh – blockers of MT1-MMP proenzyme processing, primary screen, HT1080 RFP-PRO-GFP cells, GFP/RFP fluorescence; Matrix metalloproteinase-14 (Homo sapiens), P50281; GFP/RFP ratio fluorescence, overnight; percent of plate control window, DMSO zero; GFP/RFP ratio change, % at 20 µM; 360,000 tested, 0.061% active;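 active = GFP/RFP ratio change of at least 30% with cell ATP level not reduced by more than half and red fluorescence within 50% of control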; also: strong numbers were not always called active
#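 system = RFP-PRO-GFP reporter HT1080 cells | dosing = 20 µM single dose, 1% DMSO | timing = overnight cell settling, then overnight compound exposure, 37 °C, 5% CO2 | read-out basis = GFP/RFP fluorescence ratio | controls = DMSO and RFP-L50D-GFP cell wells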
# Rpn11 block – Rpn11 (PSMD14) deubiquitinase inhibitors, primary screen, biochemical, fluorescence polarization, uHTS | 26S proteasome non-ATPase regulatory subunit 14 (Homo sapiens), O00487 | human 26S proteasome, Ub4-pepOG fluorescence polarization; 20S core pre-blocked with epoxomicin | calls only at 20 µM | 360,000 tested, 0.59% active | AID 588493, 2011;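 active = inhibition at 20 µM, scaled to each plate's controls, above about 33%, limit read from the data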
# Rin1 Abl inh – inhibitors of Rin1-Abl protein binding, primary screen, biochemical, TR-FRET | 360,000 tested, 0.4% active | inhibition, % at 7.35 µM | Tyrosine-protein kinase ABL1 (Homo sapiens) + Ras and Rab interactor 1 (Homo sapiens), …; in the data active = inhibition above about 5%, passing the limit was not always enough
# Numbers without * were called inactive; i = inactive; . = not tested or not shown.
SMILES,CSN inh,SKN-1 block,FAS-TE inh,PABP1 MLLE inh,Neddyl block,NadD inh,MT1-MMP act inh,Rpn11 block,Rin1 Abl inh
O=C(c1ccc2c(=O)n(CCc3ccccc3)c(=O)[nH]c2c1)N1CCN(c2ccc(F)cc2)CC1,-2,3,5,7,i,5,0,i,1
CCCCCCOC(=O)C(C#N)c1nc2ccccc2nc1N1CCCCC1 (stereo not given),3,-12,23,-4,i,6,-15,i,-3
CCN1CCN(c2ccc(NC(=O)c3ccco3)cc2Cl)CC1,-3,0,-2,-5,i,3,2,i,0
CC(C)(C)c1ccc(-c2nc3c(C#N)c(-c4ccc5c(c4)OCO5)ccn3n2)cc1,-4,14,33,-12,i,17,5,i,-6
O=C(NC1CC1)c1cc(OCC(F)(F)F)ccc1OCC(F)(F)F,-6,2,-2,-12,i,-2,-4,i,-2
O=[N+]([O-])c1cccc(/C=N\N=C2c3ccccc3-c3ccccc32)c1O,-4,9,36,-14,i,19,-4,i,0
COCCn1c(SCC(=O)Nc2ccccc2OC)nc2c(oc3ccccc32)c1=O,2,6,25,13,i,-2,.,i,3
COc1cc(C(=O)COC(=O)c2cnc(C)cn2)ccc1OC(F)F,0,6,-3,-10,i,2,-10,i,-2
O=C(O)C1=C[C@@H](c2ccc(C(F)(F)F)cc2)C[C@@H](OCc2ccc(CO)cc2)O1,0,5,-4,0,i,-1,1,i,-1
CS(=O)(=O)c1ccc2nc(NC(=O)c3ccco3)sc2c1,4,-8,-8,6,i,-2,-1,i,-6
CCn1ncc([N+](=O)[O-])c1C(=O)Nc1nc2cccc(C)c2s1,-7,3,-8,3,i,-5,-2,i,0
O=C1NCCC/C1=N\Nc1ccc(Br)cc1,-4,0,-3,2,i,-1,-1,i,-1
CCc1ccc(CNC(=O)CCS(=O)(=O)Cc2ccccc2F)cc1,0,0,-4,-2,i,-8,1,i,3
CS(=O)(=O)c1ccc(Cl)c(NC(=O)CSc2n[nH]c(-c3cccs3)n2)c1,-6,3,-15,-29,i,-5,-1,i,-1
Cn1cc(/C=C(\C#N)C(=O)Nc2cccc([N+](=O)[O-])c2)c2ccccc21,12,1,-12,3,i,11,-2,i,2
Brc1cc2c(cc1/C=N/Nc1nc(N3CCOCC3)nc(N3CCOCC3)n1)OCO2,0,10,6,6,i,4,1,i,-1
CC1CN(CCC(=O)Nc2ccc3c(c2)CCC3)CC(C)O1 (stereo not given),-4,6,-6,-8,i,2,3,i,1
O=C1CC(N2CCN(c3ccc(F)cc3)CC2)C(=O)N1Cc1cccs1 (stereo not given),2,25,-3,1,i,5,-4,i,2
c1ccc(C[n+]2csc3ccccc32)cc1,2,1,-9,43*,i,-5,2,i,-2
Cc1ccc(-c2nc(C)c(C(=O)O)s2)cc1,-13,8,-5,-6,i,-4,-3,i,2
COc1ccc(/C=C/C(=O)NC(=S)NNC(=O)Cc2cccs2)cc1,-1,22,-3,-43,i,8,0,i,2
COc1cccc(OC)c1C(=O)NNC(=O)c1ccc(F)cc1,0,1,-5,-6,i,-5,5,i,-3
Cc1ccc(OCCC(=O)OCC(=O)Nc2ccc(C)c(S(=O)(=O)N3CCOCC3)c2)cc1,0,-7,7,8,i,-8,-1,i,4
Cc1ccccc1Nc1nc(N)nc(COC(=O)CCNS(=O)(=O)c2ccccc2)n1,-4,-6,-2,-13,i,9,-4,i,2
O=C(Nc1cc(C(F)(F)F)ccc1N1CCOCC1)c1cncc(Br)c1,2,0,19,6,i,5,1,i,-2
COc1ccc(-c2noc(CCC(=O)N3CCN(c4cccc(C)c4)CC3)n2)cc1,-1,-7,9,17,i,0,1,i,-1
O=C1CC2(CCCC2)C(=O)N1CN1CCN(S(=O)(=O)c2cc(F)ccc2F)CC1,1,7,-6,21,i,3,2,i,-3
CCCCCNC(=O)CCc1ccccc1,-3,-3,-2,3,i,-7,0,i,1
O=C(Oc1ccc(Cl)c2ccccc12)N1CCCCC1,-2,0,12,-1,i,-6,3,i,-2
CC(C(=O)Nc1ccccc1C(=O)O)n1c(C(F)(F)F)nc2ccccc21 (stereo not given),-3,7,-6,-2,i,-2,-3,i,3

# Quoted from the results shown, 2 compounds:
SMILES,CSN inh,SKN-1 block,FAS-TE inh,PABP1 MLLE inh,Neddyl block,NadD inh,MT1-MMP act inh,Rpn11 block,Rin1 Abl inh
Brc1cc2c(cc1/C=N/Nc1nc(N3CCOCC3)nc(N3CCOCC3)n1)OCO2,0,10,6,6,i,4,1,i,-1
CC1CN(CCC(=O)Nc2ccc3c(c2)CCC3)CC(C)O1 (stereo not given),-4,6,-6,-8,i,2,3,i,1

# Later entries.
SMILES,CSN inh,SKN-1 block,FAS-TE inh,PABP1 MLLE inh,Neddyl block,NadD inh,MT1-MMP act inh,Rpn11 block,Rin1 Abl inh
COc1ccc(C)cc1NC(=S)NC(C)c1ccc(OC)c(OC)c1 (stereo not given),-2,-9,8,-61,i,-2,-4,i,2
O=C(COC(=O)c1ccc(S(=O)(=O)N2CCCCC2)cc1)Nc1ccccc1,-4,-9,1,0,i,-9,-1,i,0
Cc1c(NC(=S)N/N=C/C=C/c2ccccc2)c(=O)n(-c2ccccc2)n1C,-1,8,-3,34,i,6,3,i,-4
CC(C)c1ccc(NC2CCCN(C(=O)c3ccco3)C2)cc1 (stereo not given),-2,10,0,-3,i,5,0,i,-2
CCn1c(=O)[nH]c2cc(C(=O)N3CCN(c4ccccc4)CC3)ccc2c1=O,1,15,43,-4,i,-2,-1,i,3
COc1ccccc1C(c1c(N)n(C)c(=O)n(C)c1=O)C(C)[N+](=O)[O-] (stereo not given),-1,8,-2,-7,i,5,4,i,-4
N#Cc1c(NC(=O)CSc2ncnc3c2cnn3-c2ccccc2Cl)sc2c1CCCC2,4,-1,30,2,i,16,-5,i,-1
CCOC(=O)c1ccc(NC(=O)Nc2c(C)nn(C)c2C)cc1,-4,9,-9,-17,i,-2,2,i,-2
Cc1nc2ccc(Cl)cn2c1[N+](=O)[O-],-4,7,-2,0,i,-3,4,i,-3
CCOC(=O)c1cnn(CCOC(=O)C(C)(C)C)c1NC(=O)C(C)(C)C,-2,-5,-3,7,i,-1,12,i,-4
O=C(NC1CCCCC1)NC1CC2CCC(C1)N2Cc1nnnn1Cc1ccc2c(c1)OCO2 (stereo not given),1,-2,-2,6,i,4,-4,i,-3
CCCN(CCC)c1ccc(/C=C/c2ccc3cc(OCC)ccc3n2)cc1,34,64,-6,-95,.,-3,11,.,4
COc1ccc(OCCn2c(NC(=O)c3ccco3)nc3ccccc32)cc1,-6,-9,10,-7,i,4,-6,i,1
COc1ccccc1/C=C/C(=O)/C=C/c1ccccc1O,10,26,3,2,i,11,-23,i,1
O=S(=O)(NCC1CCCO1)c1ccc2ccccc2c1 (stereo not given),-5,9,-6,3,i,0,-3,i,4
CCc1nnc(NC(=O)CSCc2cc(=O)n3ccsc3n2)s1,5,14,-3,-16,i,-7,-1,i,-1
CC[C@]12c3[nH]c4ccccc4c3CCN1C(=O)C(CC(=O)NCCCn1ccnc1)C[C@@H]2C(=O)N1CCN(C(=O)C2CC2)CC1 (stereo not given in full),0,-10,-10,0,i,2,-1,i,2
Cc1ccc([C@@H]2C[C@H]3[C@@H](CN2S(=O)(=O)c2ccc(Cl)cc2)C(=O)C[C@@H](c2ccc(C)cc2)N3S(=O)(=O)c2ccc(Cl)cc2)cc1,-1,3,13,6,i,16,-1,i,0
COc1ccc(/C=C(/NC(=O)c2ccccc2)C(=O)N/N=C/c2ccc3c(c2)OCO3)cc1OC,-2,6,0,-1,i,6,-4,i,1
O=C(c1ccc(OC2CCN(CCc3ccccc3)CC2)cc1)N1CCCC(O)C1 (stereo not given),0,5,-10,13,i,3,1,i,1
O=C(NC1CCCCC1)C(c1ccccc1)N1CCOCC1 (stereo not given),2,1,1,-2,i,-4,2,i,2
CC(C)C[C@@H](CN1CCC[C@@H]1CN1C(=S)NC[C@@H]1Cc1ccccc1)N1C[C@H](Cc2ccc(O)cc2)N(CC2CCCCCC2)C1=S,2,-3,-63,1,i,22,0,i,3
COCCn1c(=O)[nH]c2cc(C(=O)N3CCN(c4ccc(Cl)cc4)CC3)ccc2c1=O,-1,3,-1,-7,i,1,-2,i,4
COc1ccc(OC)c(S(=O)(=O)N(C)CC(=O)Nc2ccc3c(c2)OCO3)c1,4,-23,-1,5,i,-3,-2,i,1
O=c1oc(-c2cccs2)nc2scc(-c3cccs3)c12,6,1,43,5,.,6,3,i,1
COc1ccc(S(=O)(=O)NCC2CCCN(C(=O)c3sccc3C)C2)cc1 (stereo not given),6,-8,-2,5,i,-2,1,i,3
O=C(NCC1CCCO1)c1ccc2c(c1)N(Cc1ccc(Cl)cc1)CCS2 (stereo not given),1,7,17,14,i,-1,-2,i,-7
COc1cccc(NC(=S)NC(=O)c2c(Cl)c(C)nn2C)c1,-3,3,-1,32,i,-10,2,i,1
CCOc1cccc(C(=O)Nc2cccc(C(C)=O)c2)c1,-1,2,-8,9,i,-1,7,i,-2
COc1ccc(C(O)C(CN2CCOCC2)c2ccccc2)cc1 (stereo not given),-3,12,-5,4,i,-7,2,i,-4
CC1CCCC(NC(=O)CSc2nnc(-c3cccnc3)o2)C1C (stereo not given),0,14,-4,-13,i,4,-2,i,-5
CCN(c1ccccc1)S(=O)(=O)c1ccc(Cl)c(NC(=O)COC(=O)c2cccc(OC)c2O)c1,2,15,10,-13,i,-10,-2,i,1
O=C(Nc1ccccc1)C1CCCN1S(=O)(=O)c1cccs1 (stereo not given),-1,-6,-4,2,i,1,6,i,2
O=C(NCc1cccc(F)c1F)C1CCC(=O)N(C2CCCCCC2)C1 (stereo not given),-2,-2,0,-5,i,-3,-2,i,2
O=S(=O)(Cc1ccccc1)Cc1cnc(Cl)s1,7,-3,-5,-1,i,-6,0,i,-4
COc1cccc(Nc2nc(C)cc(C)c2C#N)c1,-1,20,8,-8,i,-4,-7,i,-2
O=C(Nc1ccccc1)c1ccc[n+](Cc2ccc([N+](=O)[O-])cc2)c1,2,1,-8,-3,i,-2,-1,i,3
O=C(NCCCN1CCOCC1)c1cc2ccccc2cc1O,0,-10,-3,15,i,-2,2,i,-2
CCOc1ccccc1N(CC(=O)NCc1ccco1)C(=O)CCC(=O)Nc1nccs1,0,2,-5,1,i,-5,-1,i,-1
CCOc1ccc(OCCC(=O)OCC(=O)Nc2cc(S(=O)(=O)N3CCOCC3)ccc2C)cc1,1,9,-5,-23,i,-4,4,i,-2
COc1ccc(NC(=O)COC(=O)c2cc(S(=O)(=O)N3CCCC3)ccc2O)cc1,-1,12,-4,5,i,-3,-1,i,3

# Structures listed above that bear a hit mark in PABP1 MLLE inh.
SMILES	CSN inh	SKN-1 block	PABP1 MLLE inh	Neddyl block	NadD inh	MT1-MMP act inh	Rpn11 block	Rin1 Abl inh
c1ccc(C[n+]2csc3ccccc32)cc1	2	1	43*	i	-5	2	i	-2
